MEX-5 binding: C. elegans MEX-5 TCR-2 RNA binding activity | activity score (negative = inhibition of binding), % at 10 µM | AID 1832 | Q9XUB2 | actives 0.38% (n = 300,000) | MEX-5/FITC-TCR2 RNA binding, fluorescence polarization; active compounds read low;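 active = inhibition past about -25% in most replicates, and total fluorescence under double the plate's negative control median, limit read from the data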;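 note: 0% = DMSO and -100% = 5 µM competing unlabeled TCR2 RNA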
MCL1 BIM primary: inhibitors of human MCL1 binding to BIM-BH3 peptide; Q07820; GST-MCL1 / FITC-Bim-BH3 fluorescence polarization; inhibition, % at 10.9 µM; actives 0.68% (n = 320,000); AID 2057;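 active = inhibition above the mean inhibition of all tested compounds plus 3 SD, set per campaign, cut at about 40% in these data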;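 note: 0% = DMSO wells and 100% = unlabeled Bim-BH3 peptide control; higher means more loss of mP so more displacement of Bim peptide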
PAD4 inh: inhibitors of human PAD4; recombinant PAD4, RCA probe fluorescence polarization; inhibition, % at 6.36 µM; actives 0.41% (n = 330,000);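 active = percent inhibition above a cutoff equal to the mean of all tested compounds plus 3 SD, cut at about 15% in these data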;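 note: 0% = PAD4 with RCA probe and DMSO and 100% = probe without PAD4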
TPT1 inhibitor: inhibitors of Candida albicans tRNA 2'-phosphotransferase TPT1; recombinant caTPT1, FP RNA substrate dephosphorylation; inhibition, % at 5 µM; actives 0.81% (n = 300,000); AID 1962;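 active = inhibition above the mean of all tested compounds plus 3 SD, set per screening campaign, cut at about 24% in these data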;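 note: plate controls were DMSO alone for no effect and ferristatin control at 100 nM for full effect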
Fam108B counter: counter-screen for RBBP9 inhibitors: inhibitors of mouse Fam108B | inhibition, % at 9.51 µM | actives 0.33% (n = 300,000) | AID 1947 | recombinant Fam108B, FP-Rh probe fluorescence polarization;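 active = inhibition above the screen mean inhibition plus 3 SD, computed separately per campaign, cut at about 18% in these data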;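 note: inhibitors lower polarization as less probe binds the enzyme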
GSTO1 inh: GSTO1 inhibition, counter-screen for RBBP9 inhibitors | AID 1974 | inhibition, % at 5.96 µM | actives 1.1% (n = 300,000) | recombinant GSTO1, activity-based probe fluorescence polarization;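 active = inhibition above the campaign mean inhibition plus 3 SD, cut at about 35% in these data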;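 note: 0% = GSTO1-1 with DMSO and 100% = wells lacking GSTO1-1 enzyme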
GLD-1 RNA inh: GLD-1-TGE RNA interaction inhibition (C. elegans); inhibition, % at 5.96 µM; purified GLD-1 + fluorescein TGE RNA, fluorescence polarization; actives 0.44% (n = 320,000); Q17339;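 active = percent inhibition above a per-plate cutoff, the plate mean of test compounds plus 3 SD, cut at about 30% in these data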;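 note: 0% = DMSO wells with GLD-1 and probe and 100% = wells lacking GLD-1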
Target sequence (Q17339 whole entry, looked up): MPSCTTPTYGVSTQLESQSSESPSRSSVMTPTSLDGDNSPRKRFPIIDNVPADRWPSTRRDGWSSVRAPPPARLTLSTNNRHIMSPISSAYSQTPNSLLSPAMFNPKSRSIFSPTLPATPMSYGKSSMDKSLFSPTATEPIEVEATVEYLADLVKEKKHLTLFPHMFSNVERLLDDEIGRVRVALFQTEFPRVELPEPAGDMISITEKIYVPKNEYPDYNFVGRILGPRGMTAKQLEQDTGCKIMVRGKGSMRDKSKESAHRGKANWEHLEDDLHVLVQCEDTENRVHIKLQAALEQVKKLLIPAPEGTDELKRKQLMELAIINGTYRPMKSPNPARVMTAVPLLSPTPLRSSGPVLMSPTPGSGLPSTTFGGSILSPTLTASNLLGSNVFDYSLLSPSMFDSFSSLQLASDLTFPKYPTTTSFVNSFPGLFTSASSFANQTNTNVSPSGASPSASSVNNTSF
BCLXL inh: Bcl-xL (human) inhibition | Q07817 | GST-Bcl-xL / FITC-Bim BH3 peptide fluorescence polarization | inhibition, % at 10.9 µM | actives 0.7% (n = 320,000) | AID 2129;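 active = inhibition above the mean of all tested compounds plus 3 SD, cutoff set per campaign, cut at about 30% in these data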;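 note: 0% = DMSO wells and 100% = unlabeled Bim-BH3 peptide competitor; inhibitors lower millipolarization by displacing the labeled peptide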
Target sequence (Q07817 whole entry, looked up): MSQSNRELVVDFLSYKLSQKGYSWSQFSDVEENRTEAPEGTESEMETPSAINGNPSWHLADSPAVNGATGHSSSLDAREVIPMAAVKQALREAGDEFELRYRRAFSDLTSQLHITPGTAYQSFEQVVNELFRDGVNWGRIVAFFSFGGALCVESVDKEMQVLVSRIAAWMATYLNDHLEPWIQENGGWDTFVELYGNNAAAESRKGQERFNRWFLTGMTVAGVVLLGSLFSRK
PME-1 inh: PME-1 (human) inhibition; AID 2130; recombinant PME-1, FP-Rh probe fluorescence polarization; actives 0.53% (n = 320,000); inhibition, % at 5.9 µM; Q9Y570;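 active = inhibition above the campaign mean of all compounds plus 3 SD, cut at about 26% in these data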;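 note: competitive labeling of PME-1 active site by serine hydrolase directed probe; 0% = PME-1 with DMSO and 100% = wells lacking PME-1 enzyme; inhibitors block probe labeling so polarization falls and inhibition rises; many of its hits are not listed in these tables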
Target sequence (Q9Y570 whole entry, looked up): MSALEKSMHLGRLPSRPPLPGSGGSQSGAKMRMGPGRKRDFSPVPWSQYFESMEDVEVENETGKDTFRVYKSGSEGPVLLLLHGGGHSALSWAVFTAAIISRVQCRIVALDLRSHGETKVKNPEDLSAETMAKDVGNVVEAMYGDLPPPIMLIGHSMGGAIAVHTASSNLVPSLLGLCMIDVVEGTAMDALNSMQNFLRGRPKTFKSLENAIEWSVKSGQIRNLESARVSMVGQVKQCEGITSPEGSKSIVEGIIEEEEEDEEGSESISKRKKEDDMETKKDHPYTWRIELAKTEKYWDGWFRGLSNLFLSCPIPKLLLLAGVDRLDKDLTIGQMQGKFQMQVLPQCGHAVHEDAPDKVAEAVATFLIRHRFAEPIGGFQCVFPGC
Starred values were filed as active, the others as inactive; . = no result given. Not all compounds are listed, so the mix of outcomes need not match the whole.

SMILES | MEX-5 binding | MCL1 BIM primary | PAD4 inh | TPT1 inhibitor | Fam108B counter | GSTO1 inh | GLD-1 RNA inh | BCLXL inh | PME-1 inh
Cc1ccc2ncnc(-c3ccccc3)c2c1 | 1.8 | 3 | -4 | 0 | 0 | -1 | -6 | 1 | -2
CC(C)(C)CN1CCNC(=O)C1CC(=O)NC1Cc2ccccc2C1 (stereo not drawn) | 0.5 | 18 | -2 | 0 | 1 | 0 | 9 | 13 | 1
O=C(CSc1n[nH]c(=O)n1C1CC1)Nc1ccc(Cl)c(Cl)c1 | 2.1 | -4 | -1 | 0 | 2 | 9 | 6 | -6 | 3
COC(=O)c1ccc(CSc2nc3ccc(Cl)cc3[nH]2)o1 | -2.8 | 3 | -1 | -6 | -3 | -1 | 2 | 2 | -13
Cc1ccc2ccccc2c1Cn1c(-n2ccnc2)nc2c1c(=O)n(C)c(=O)n2C | -0.4 | 2 | 1 | 5 | -1 | 6 | 10 | 2 | 0
CCOC(=O)c1c(NC(=O)c2ccco2)sc2c1CCCC2 | -1.3 | 3 | 0 | -4 | 1 | 12 | -2 | 1 | -7
CCN(c1ccccc1)S(=O)(=O)c1ccc(Oc2ccc(-n3ccnc3)cc2)nc1 | 0.9 | -5 | -5 | -1 | 0 | -5 | -4 | 1 | -3
CN1CCN(C(=O)C23CC4CC(C2)CC(c2ccccc2)(C4)C3)CC1 | 0.2 | 15 | -2 | 1 | -3 | -3 | -10 | 9 | -1
O=C(CSc1nc(-c2ccc(F)cc2)cc(C(F)(F)F)n1)NCc1ccco1 | -2.4 | -5 | 4 | -1 | -5 | -1 | 0 | 5 | -5
CC(=O)Nc1ccc(S(=O)(=O)N(Cc2cc3ccc(C)cc3[nH]c2=O)CC2CCCO2)cc1 (stereo not drawn) | 1.3 | 9 | -1 | -1 | 1 | 2 | 3 | 8 | -6
CSCCC(NC(=O)CCC(=O)OCC(=O)[C@@]1(O)CCC2[C@@H]3CCC4=CC(=O)C=C[C@]4(C)C3[C@@H](O)C[C@@]21C)C(=O)O (stereo partly drawn) | 0.2 | 0 | 0 | -5 | 0 | -1 | -6 | 4 | 0
O=C(CSC1=NS(=O)(=O)c2cc(Cl)ccc2N1)Nc1cccc(F)c1 | 2.5 | -4 | -3 | 1 | -1 | -17 | 3 | -3 | -2
CC1=C(C(=O)Nc2ccccc2)C(c2ccc(C)o2)n2ncnc2N1 (stereo not drawn) | 0.1 | 13 | -2 | -4 | 1 | -2 | 1 | 7 | -2
COc1ccc(N(C)S(=O)(=O)c2ccc3c(c2)CCC(=O)N3)cc1 | 0.5 | 4 | -4 | 4 | -2 | -3 | -2 | 2 | 3
Cc1ccc(NC(=O)Nc2ccccc2C(=O)NCc2ccccc2)cc1 | 0.8 | 22 | -1 | 0 | -2 | 8 | -3 | -2 | 6
COc1ccccc1CNc1nc2nc(C)cc(=O)n2[nH]1 | 1.2 | 2 | 0 | -12 | -2 | -3 | 4 | 1 | -3
Cc1ccc(NC(=O)c2oc3ccc(S(=O)(=O)N4CCOCC4)cc3c2C)c(C)c1 | 0.0 | -3 | 2 | 0 | 0 | 0 | 1 | 3 | -2
CCC(=O)N1c2ccc(S(=O)(=O)NCCc3ccccc3)cc2CC1C (stereo not drawn) | -0.8 | 2 | 0 | -1 | 0 | 23 | 4 | 6 | 2
c1ccc(-c2nnc(CSc3nc4ccccc4[nH]3)o2)cc1 | 2.0 | -1 | 0 | 0 | -2 | -5 | 0 | -1 | -3
CCOc1cc(/C=N\n2nnnc2N)ccc1O | 0.3 | -1 | 3 | 0 | -1 | 9 | 1 | 1 | 5
CCN1CCN(CCCNC(=O)c2ccc(NC(=O)C3=CSCCO3)cc2)CC1 | -0.6 | -3 | -3 | 1 | -4 | -3 | -5 | 2 | -3
O=C(Nc1cccc(F)c1)c1ccc2c(c1)OCO2 | 1.3 | 2 | -1 | -3 | -3 | -7 | -6 | 7 | 0
CC(=O)c1cccc(S(=O)(=O)N2CCC(c3nc4ccccc4[nH]3)CC2)c1 | 0.1 | 9 | -2 | -2 | -1 | 0 | 0 | 5 | 12
COc1cccc(SCC2CSc3nc4ccccc4c(=O)n32)c1 (stereo not drawn) | -0.5 | -5 | -2 | -2 | 4 | -4 | 0 | -1 | 4
CC1(C)Cc2cccc(OCC(=O)N3CCN(c4ccccc4)CC3)c2O1 | 1.7 | -1 | 0 | -3 | 0 | 3 | 3 | 6 | 6
New compounds follow
SMILES | MEX-5 binding | MCL1 BIM primary | PAD4 inh | TPT1 inhibitor | Fam108B counter | GSTO1 inh | GLD-1 RNA inh | BCLXL inh | PME-1 inh
CC(C)c1ccc(C(=O)NCCCNC(=O)c2cnccn2)cc1 | 0.3 | 0 | 4 | 2 | -1 | 1 | -1 | 6 | -3
Cc1ccc(OCC(=O)NNC(=O)C2CCC2)cc1C | . | 1 | 6 | . | . | . | 2 | 2 | 12
CCOC(=O)c1cnc2ccc(OCC)cc2c1N1CCN(c2ccccc2OC)CC1 | -2.7 | 4 | 5 | 2 | -2 | -4 | -3 | -2 | 2
CC1(C2CC2)NC(=O)N(CC(=O)Nc2ccccc2-c2ccccc2)C1=O (stereo not drawn) | 1.4 | -1 | 3 | 0 | -3 | 4 | 0 | 0 | -1
CCCc1c(C)c(C#N)c2nc3ccccc3n2c1NCCCN1CCOCC1 | 0.9 | 0 | -2 | -2 | 0 | -7 | 2 | 4 | 3
O=C(Nc1cccc2ccccc12)/C(=C/c1cccc([N+](=O)[O-])c1)NC(=O)c1cccs1 | 4.0 | 0 | 2 | -1 | -3 | 1 | -2 | 3 | -17
CC(=O)c1cccc(S(=O)(=O)N2CCN(c3ccccc3F)CC2)c1 | 1.5 | -1 | -4 | 5 | 1 | -5 | 6 | -3 | 5
O=C(Cc1cn2ccsc2n1)Nc1cccc2cnccc12 | 2.4 | -3 | -5 | 1 | 4 | 3 | 1 | -5 | 1
COc1ccc2c([N+](=O)[O-])c(N3CCCC3)[nH]c2c1 | 0.2 | -7 | 0 | 0 | -1 | 0 | -5 | -6 | -1
Cc1ccc(-c2nn(-c3ccccn3)c(=O)c3ccccc23)cc1C | -4.3 | 3 | 9 | 0 | 0 | 5 | -3 | 8 | 0
COc1ccc(OC)c(NC(=O)CSc2nc3ccccc3c(=O)n2CCNC(C)=O)c1 | 1.7 | -6 | 0 | -1 | -2 | 3 | -2 | 3 | -1
C=CCC1CCCCC12NC(=O)N(c1ccccc1)N2 (stereo not drawn) | 0.0 | -5 | 0 | 1 | 1 | 3 | -3 | 4 | 4
O=C(COC(=O)c1cccnc1)c1ccc(Cl)c(Cl)c1 | -0.6 | -3 | -4 | 3 | -4 | 36* | 2 | 3 | -6
c1ccc(-n2nnnc2NC2CCCCC2)cc1 | -2.5 | 9 | 0 | -5 | 2 | 4 | 1 | 4 | -1
COc1ccc(NC(=O)CN2CCC(C(N)=O)CC2)cc1 | 0.2 | 8 | -1 | 0 | 5 | 8 | 11 | 7 | 7
CN(C)S(=O)(=O)c1cccc(NC(=O)c2ccc(S(=O)(=O)N3CCCC3)cc2)c1 | -1.8 | 4 | 1 | -3 | 1 | -8 | 0 | 5 | 6
CC(=O)c1ccc(NC(=O)CCc2nc3sc4c(c3c(=O)[nH]2)CCCC4)cc1 | -3.0 | 3 | -10 | 10 | -8 | -1 | -17 | -2 | -32
CCC(=O)Oc1cccc(C(=O)Nc2cccc(NC(=O)c3ccco3)c2)c1 | 0.5 | 15 | -1 | -5 | 1 | 0 | 3 | 4 | -10
Cc1ccc(C(=O)N2CC(=O)Nc3ccc(F)cc3C2c2ccccc2)cc1 (stereo not drawn) | 3.3 | 0 | -1 | 0 | -2 | -8 | 1 | 1 | 1
O=c1[nH]c(SCc2ccc(Cl)cc2)nc2ccsc12 | 1.8 | 2 | -9 | -3 | -2 | -5 | 6 | 5 | -1
COc1ccccc1N(CC(O)CN1CCOCC1)S(=O)(=O)c1ccccc1 (stereo not drawn) | -1.8 | -1 | -5 | -3 | 4 | 4 | 1 | -1 | 1
c1ccc2c(c1)nc(CN1CCOCC1)n1c3ccccc3nc21 | 0.7 | -5 | 2 | -7 | 6 | 6 | -3 | -2 | 1
CC(=O)Nc1cccc(NC(=O)c2c(-c3ccccc3Cl)noc2C)c1 | 0.6 | -4 | 0 | -2 | -6 | -2 | 2 | 2 | 2
COc1ccc(N(CC(=O)Nc2ccccc2Cl)S(=O)(=O)c2ccc(C)cc2)cc1OC | -1.4 | 10 | 1 | 1 | -2 | 1 | -1 | 4 | -1
Cc1cc2cc(C)c3nnc(SCC(=O)NCc4ccco4)n3c2cc1C | -2.3 | 1 | -5 | -4 | -2 | 2 | 3 | 3 | 0

Only TPT1 inhibitor (2 entries from above):
SMILES	TPT1 inhibitor
COc1ccc(NC(=O)CN2CCC(C(N)=O)CC2)cc1	0
CN(C)S(=O)(=O)c1cccc(NC(=O)c2ccc(S(=O)(=O)N3CCCC3)cc2)c1	-3

Next part:
SMILES | MEX-5 binding | MCL1 BIM primary | PAD4 inh | TPT1 inhibitor | Fam108B counter | GSTO1 inh | GLD-1 RNA inh | BCLXL inh | PME-1 inh
Cc1cc2cc(CNC(=O)c3cccs3)ccc2n1C | -0.1 | 14 | 15 | -1 | 1 | 7 | 15 | 14 | 1
COc1ccc(NC(=O)CN(C)C(=O)C2CC(=O)N(Cc3ccc(C)cc3)C2)cc1 (stereo not drawn) | 1.1 | -14 | -2 | -1 | -3 | 2 | 8 | -5 | -3
O=C(CN(Cc1ccco1)C(=O)c1ccc(F)cc1F)Nc1ccccc1C(F)(F)F | . | 7 | 0 | . | . | . | 5 | 5 | -2
C/C(=N\Nc1nc2ccc(Cl)cc2o1)c1ccccc1 | -1.3 | 7 | 0 | 0 | -1 | -7 | 1 | 5 | 8
CC1CN(C(=O)C2CC(=O)N(c3ccc(Cl)cc3)C2)CC(C)O1 (stereo not drawn) | 1.0 | -6 | -4 | 0 | -3 | 3 | -6 | -4 | 2
COc1ccc(-c2cnc3nc(/N=C/N(C)C)nn3c2/N=C/N(C)C)cc1 | 0.1 | 3 | 0 | -3 | 2 | -6 | 1 | 5 | 2
Nc1c(C(=O)CSc2nnc(COc3ccc(Cl)cc3)o2)c(=O)[nH]c(=O)n1C1CC1 | . | -1 | -5 | . | . | . | 1 | -7 | 0
CCCCCc1cc(=O)oc2c(C(CCN3CCN(c4ccccc4)CC3)c3ccc4c(c3)OCO4)c(OC)cc(OC)c12 (stereo not drawn) | 0.0 | 9 | 3 | -3 | 1 | 3 | 2 | 10 | -3
O=C(CN1C(=O)CCS(=O)(=O)c2ccccc21)Nc1ccccc1F | 1.5 | 3 | 0 | 2 | 2 | -3 | -5 | 1 | -3
CCOc1ccc2nc(NCCNC(=O)c3cc(OC)c(OC)c(OC)c3)c(C#N)cc2c1 | -0.5 | 14 | 4 | -9 | 1 | 1 | 9 | 12 | 0
O=C(Cc1nc2ccccc2s1)c1ccc(O)cc1O | -1.2 | -4 | -10 | 5 | -1 | 6 | 3 | -4 | 9
COCCNC(=O)CSc1nc2cc(OC)c(OC)cc2c(=O)n1Cc1ccc(OC)cc1 | -0.8 | 11 | 2 | 1 | -4 | -4 | 0 | 5 | 2
CCCCCCSc1ccc([C@H]2N[C@@](Cc3ccccc3)(C(=O)OC)[C@H]3C(=O)N(C)C(=O)[C@@H]23)cc1OC | 2.1 | 1 | 2 | -3 | 1 | 7 | -4 | 4 | -1
COc1ccccc1CC(=O)NCCc1ccc(S(N)(=O)=O)cc1 | -0.1 | 0 | 3 | -5 | -4 | 4 | 1 | 4 | -6

Compound activity as filed in PubChem.
